NPYLR7 ag: activates Aedes aegypti NPYLR7 receptor | HEK293T NPYLR7/Galpha15, GCaMP6s calcium fluorescence | activation, % at 10 µM | actives 0.15% (n = 270,000) | AID 1259423; in the data active means activation above about 40%;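 further: 0% = vehicle and 100% = reference agonist at the receptor; some compounds past the cut are filed as inactive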
hcGAS lum: blocks human cGAS activity | recombinant h-cGAS, ATP depletion, Kinase-Glo luminescence | inhibition, % at 12.5 µM | actives 0.081% (n = 290,000);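 further: 0% = vehicle reaction and 100% = reaction without DNA for no activity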
Target sequence (Q8N884 whole entry, looked up): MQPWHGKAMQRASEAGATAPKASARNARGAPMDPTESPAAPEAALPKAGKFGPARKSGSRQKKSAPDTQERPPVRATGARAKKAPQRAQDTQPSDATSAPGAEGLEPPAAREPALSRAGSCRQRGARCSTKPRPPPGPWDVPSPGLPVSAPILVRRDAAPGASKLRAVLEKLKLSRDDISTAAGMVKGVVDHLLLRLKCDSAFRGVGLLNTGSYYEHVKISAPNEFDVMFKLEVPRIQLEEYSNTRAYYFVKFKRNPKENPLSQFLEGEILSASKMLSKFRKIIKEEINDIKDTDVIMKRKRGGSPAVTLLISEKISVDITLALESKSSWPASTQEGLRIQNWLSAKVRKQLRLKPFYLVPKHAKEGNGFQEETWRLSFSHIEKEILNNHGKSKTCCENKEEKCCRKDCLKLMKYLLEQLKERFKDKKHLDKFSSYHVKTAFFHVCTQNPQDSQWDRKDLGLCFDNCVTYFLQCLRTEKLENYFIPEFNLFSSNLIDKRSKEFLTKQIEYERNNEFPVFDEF
mcGAS inh: blocks mouse cGAS activity. Q8C6L5. recombinant cGAS, Kinase-Glo ATP depletion luminescence. inhibition, % at 12.5 µM. actives 0.15% (n = 160,000);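 further: 0% = negative control wells and 100% = reference inhibitor with no enzyme activity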
* hit, by the source's call; nt = not tested or not shown; & = joins results of further samples. Unless noted, no stated cut-off is given here; in the data, active means inhibition above about 40%; inactive means the rest.

SMILES	NPYLR7 ag	hcGAS lum	mcGAS inh
O=C(Cc1ccccc1)N1CCC(n2c(=O)oc3ccc(Cl)cc32)CC1	-1	2	4
Cc1nc(CSc2nnc(C)s2)cs1	9	-4	nt
CCC(=O)Nc1nnc(C(C)(C)C)s1	0	-5	nt
CC(=O)Nc1cccc(-c2nccnc2C)c1	22	-7	nt
COc1ccc(-c2nc(OCc3ccc(F)cc3)nn2-c2ccc(NC(=O)c3ccc([N+](=O)[O-])cc3)cc2)cc1	14	-3	-4
CCOC(=O)c1cc(-c2ccc(Cl)cc2Cl)n(-c2ccc(C(=O)NC3CCc4ccccc43)cc2)n1 (stereo not drawn)	-11	-1	-1
CCOC(=O)CCC(=O)N(CCc1ccccc1)C(CC)c1nc2ccccc2c(=O)n1-c1ccc(CC)cc1 (stereo not drawn)	-1	5	1
Cc1cc(C)cc(OCCN(C)C(=O)Nc2ccc(F)cc2)c1	0	-8	-6
CC(C)(C)C(=O)N1CCCC(OCc2cccc(F)c2)C1 (stereo not drawn)	3	-2	-4
O=C(C=c1[nH]c(=O)c(=Cc2cccs2)s1)c1cccc(Cl)c1	20	-5	-5
O=C(c1cccs1)N(Cc1cccc(C(F)(F)F)c1)CC1CC(c2ccccc2Cl)=NO1 (stereo not drawn)	2	-1	1
CCOC(=O)C(=O)N1CCC(Cc2ccc(F)cc2)CC1	4	-6	-6
CC(C)SCC(=O)Nc1ccc(I)cc1Cl	-2	-4	-16
Cc1ccccc1-n1cnnc1SCC(=O)NC1(C#N)CCCCC1	5	1	1
CC(C)Cc1cc(C(=O)N2CCNC(=O)[C@@H]2Cc2ccccc2)on1	28	-9	-12
Cn1ccnc1C(O)(CC(=O)N1CCCC1Cc1ccccc1Cl)C(F)(F)F (stereo not drawn)	8	-9	nt
C=Cc1ccc(S(=O)(=O)Nc2ccccc2C(=O)NC(C)c2ccccc2)cc1 (stereo not drawn)	1	-9	-8
COCCCNC(=O)c1csc(CN(CCCOC)C(=O)CCCCl)n1	4	-7	-4
CCC(CC)C(=O)N1C[C@@H](CO)[C@@H]2Oc3c(C)cccc3[C@@H]21	-3	4	0
Cc1cn2c3c(=O)n(CC=Cc4ccccc4)c(=O)n(C)c3nc2n1CCCN1CCOCC1	-1	-7	nt

Quoted at random: 2 compounds from above, in no set order.
SMILES	NPYLR7 ag	hcGAS lum	mcGAS inh
CCOC(=O)C(=O)N1CCC(Cc2ccc(F)cc2)CC1	4	-6	-6
CC(C)SCC(=O)Nc1ccc(I)cc1Cl	-2	-4	-16

Other compounds:
SMILES	NPYLR7 ag	hcGAS lum	mcGAS inh
O=C1c2nc(-c3cccnc3)ccc2CN1C1(C(=O)NCCCn2ccnc2)CC1	13	-6	-9
O=C1CSC(N2CCCCC2)=N1	8	-2	nt
Cc1ccc(OCc2ccc(Cl)c3cccnc23)c(CO)n1	5	4	2
COc1cc(C=C2C(=O)N(C)C(=O)N(C)C2=O)ccc1OCCSc1ccc(C)cc1	4	-5	-4
O=C(CN(Cc1ccco1)C(=O)/C=C/c1ccccc1)Nc1cc(-c2ccccc2)nn1-c1ccc(F)cc1	16	0	-4
CC1Cc2ccccc2N1C(=O)c1cnc2n(c1=O)CCS2 (stereo not drawn)	-1	1	nt
O=C(c1cc2c(s1)CCCCC2)N1CCCC(Nc2ccccc2)C1 (stereo not drawn)	3&2	-4&-4	-8
COc1ccc(NC(=O)c2c(C)c3c(n2Cc2cccc(OC)c2)CCCC3)cc1	13	2	-2
COc1ccccc1-c1nc(=S)c2c([nH]1)Oc1c(cccc1OC)C2	1	-5	-4
O=C(NCCNC(=O)c1cnccn1)c1cnccn1	7	-6	nt
CCn1c(SC(C)C(=O)N2CCCc3ccccc32)nnc1-c1ccco1 (stereo not drawn)	-15	1	nt
Cc1ccc(Cn2ncc3c(N4CCC(C)CC4)ncnc32)cc1	1	-6	-4
CCOC1CC(NC(=O)Nc2cccc3cnccc23)C12CCC2 (stereo not drawn)	4	-7	nt
CCNC(=O)COC(=O)C(c1ccccc1)N1CCSCC1 (stereo not drawn)	7	-7	nt
O=C(NCCCN1CCCC1=O)C(C1CCCC1)N1CCN(C(=O)Nc2cccc(Cl)c2)CC1 (stereo not drawn)	-3	-5	-5
Cc1cccc(OC2CN(C(=O)CCc3n[nH]c(C)c3C)C2)c1	7	-2	-18
CCS(=O)(=O)NC(=O)C1(C)CCN1C(=O)CCc1cccs1 (stereo not drawn)	1	1	nt
CN[C@@H](C)c1nc(C)nn1-c1cccc(Cl)c1C	7	-1	-10
Cc1ccc(Cc2nc(CSc3nc4ccccc4o3)cs2)cc1	2	-9	-9
N#Cc1c2n(c(=O)n(Cc3nnc(-c4ccc(Cl)cc4)o3)c1=O)CCCCC2	5	-4	nt
CCOC(=O)[C@H]1C[C@@H]2O[C@H]1[C@H]1CN(C(=O)c3ccccc3F)C[C@H]1[C@@H]2O	2	2	-9
O=C(NCC1CCCCC1)N1CCC(n2cc(-c3ccsc3)nn2)CC1	1	-6	nt
C#CCn1c(=NC(=O)c2cc(C)no2)sc2cc3c(cc21)OCCO3	3	-5	-5
CCN1CCN(C(=O)c2ccccc2N2CCC(NS(=O)(=O)c3ccc(F)cc3)CC2)CC1	0	-8	-7
CCOC(=O)c1nn(-c2ccccc2C)c(=O)cc1OCC(=O)Nc1ccccc1OC	6	-5	nt
CCc1nnc(-c2ccc(NC(=O)c3cc(OC)c4c(c3)OCCO4)cc2)o1	-4	-7	-16
O=C(/C=C\c1ccc2c(c1)OCO2)OCc1cc(-c2ccc3c(c2)OCO3)on1	-1	-3	nt
O=C(O)/C=C/c1cc(Br)c2c(c1)OCCO2	-10	2	nt
Cc1cc(NC(=O)c2ccn(C)n2)n(-c2nc3ccc(F)cc3s2)n1	-7	-7	-10
CCCc1cc(N2CCN(Cc3cc(C(C)C)no3)CC2)nc(C)n1	nt	-3	-16
c1ccc(C(NCc2ccc3c(c2)OCO3)c2ccccc2)cc1	-1	-9	-9
Cc1cc(C(=O)Nc2ccc3nc(N4CCN(C)CC4)sc3c2)nn1C	0	-5	nt
CCOC(=O)COc1ccc2oc(=O)cc(-c3cc4cc(Br)ccc4o3)c2c1	1	-4	nt
COc1cccc(OC)c1C(=O)N1C(C(=O)NCc2ccccn2)COC12CCC(C)CC2 (stereo not drawn)	2	-3	-9
CCCCCCc1ccc(C(=O)Nc2ccc(C3SCC(=O)N3c3ccc(OCC)cc3)cc2)cc1 (stereo not drawn)	0	-3	-5
CSc1cccc(NC(=O)CN2CCc3cc(S(N)(=O)=O)ccc32)c1	4	-2	nt
NC(=O)c1ccc(NC(=O)CS(=O)(=O)c2cn(CC(=O)N3CCCCC3)c3ccccc23)cc1	-3	-9	-8
Cc1ccc(CSc2nc(CC(=O)NCC(C)C)cs2)cc1	nt	-1	-6
C=CCN(C(=O)c1cc2c(C)nn(CC(C)C)c2s1)c1nc2c(s1)CCCC2	5	-2	-5
COc1cc(=O)n(-c2ccccc2C)nc1C(=O)NC(c1ccccc1)c1ccccc1	-3	-1	nt
CC1CN(C(=O)c2ccc(NC(=O)C3CC3)cc2)CCO1 (stereo not drawn)	11	2	nt
CC(C)Oc1nc(-c2cccs2)n(-c2cccc(NC(=O)C3CCC3)c2)n1	23	-4	-4
CCOC(=O)[C@H]1C[C@@H]2O[C@H]1[C@H]1CN(S(=O)(=O)c3ccc(F)cc3)C[C@H]1[C@@H]2O	-1	8	-6
O=C(O)CC12CC3CC(CC(S)(C3)C1)C2	nt	-10	-5
O=C1C(=O)N(Cc2ccccc2)C23C1=C(c1ccccc1)OC2(O)c1ccccc1C3(O)O (stereo not drawn)	3	-5	nt
CCOC(=O)C1C(=N)OC2=C(C(=O)CCC2)C1c1cccc([N+](=O)[O-])c1 (stereo not drawn)	7	0	-3
CCNC(=O)CC1C(=O)NCCN1Cc1cc(OC)cc(OC)c1 (stereo not drawn)	6	-5	-15
CC(=O)OCC(=O)[C@@]12OC3(CCCC3)O[C@@H]1CC1C3CCC4=CC(=O)C=C[C@]4(C)[C@@]3(F)[C@@H](O)C[C@@]12C (stereo partly drawn)	-11	-6	nt
CCOC(=O)N1CCN(c2ccc(/C=C(\C#N)c3nc4ccccc4[nH]3)o2)CC1	102*	-7	nt
O=C(NCC1CCCN(Cc2ccon2)C1)C1(c2ccc(Cl)cc2)CC1 (stereo not drawn)	14&0	-2&-3	-8

Remaining list, next part.
SMILES	NPYLR7 ag	hcGAS lum	mcGAS inh
Cc1nc2c(OCc3ccc(F)cc3)cccn2c1N(C)C(=O)C1CCCCC1	4	2	-2
CNC(=O)C1SC(=Nc2ccc(Cl)c(Cl)c2)N(Cc2ccccc2)N=C1C (stereo not drawn)	2&2	-4&3	nt
O=C1OCCN1CCn1cnc(-c2ccccc2)c1-c1cc2ccccc2o1	-9	-1	1
O=C(NCC(c1ccc2c(c1)OCO2)N1CCN(c2ccc(F)cc2)CC1)OCc1ccccc1 (stereo not drawn)	0	-7	-7
c1cnc2ccc(-c3ccc4ncccc4c3)cc2c1	1	3	2
CCCOC(=NCC1CCCO1)NC(=O)c1ccc(Cl)c(Cl)c1 (stereo not drawn)	-7	-8	-5
O=C(CNC(=O)c1cccs1)N=Nc1c(O)n(Cc2ccccc2)c2ccccc12	2	-3	-7
CCc1cc(N2CCN(c3ccc(OC)cc3)CC2)nc(SCc2ccc(C(=O)O)o2)n1	15	-1	-4
O=C(O)C1Sc2[nH]c(=O)sc2C2c3cc(Cl)ccc3OC(=O)C12 (stereo not drawn)	-1&7	-6&16	nt
COc1ccc(CC(N)c2csc(Nc3cc(NCc4ccco4)ncn3)n2)cc1 (stereo not drawn)	-3	-4	-8

Shown as a markdown table: 5 of the compounds above
| SMILES | NPYLR7 ag | hcGAS lum | mcGAS inh |
| --- | --- | --- | --- |
| O=C(CNC(=O)c1cccs1)N=Nc1c(O)n(Cc2ccccc2)c2ccccc12 | 2 | -3 | -7 |
| c1cnc2ccc(-c3ccc4ncccc4c3)cc2c1 | 1 | 3 | 2 |
| Cc1nc2c(OCc3ccc(F)cc3)cccn2c1N(C)C(=O)C1CCCCC1 | 4 | 2 | -2 |
| CCCOC(=NCC1CCCO1)NC(=O)c1ccc(Cl)c(Cl)c1 (stereo not drawn) | -7 | -8 | -5 |
| COc1ccc(CC(N)c2csc(Nc3cc(NCc4ccco4)ncn3)n2)cc1 (stereo not drawn) | -3 | -4 | -8 |

Later entries.
SMILES	NPYLR7 ag	hcGAS lum	mcGAS inh
Cn1cnnc1Sc1ccc(-c2nccn2C2CCCCCC2)o1	-3	-3	nt
N#Cc1cn(-c2ccccc2)nc1-c1ccc(Br)cc1	5	-5	-8
CCOC(=O)C1CCCN(C(=O)c2csc(COc3ccc(F)cc3F)n2)C1 (stereo not drawn)	-4	-6	-6
Cc1cccc(N2CCN(C(=O)/C=C/c3ccc(F)cc3)CC2)c1C	-6	-1	-4
COc1ccccc1-c1noc(CCSC)n1	13	-8	nt
Cc1cccc(CNC(=O)C(C2CCCC2)N2CCN(C(=O)c3ccccc3C)CC2)c1 (stereo not drawn)	-10	0	-3
O=C(c1ccc2c3c(cccc13)CC2)C1CCCN(C(=O)c2cccnc2)C1 (stereo not drawn)	11	-3	-7
O=C1c2nc(Nc3ccncc3)ccc2CN1C1(C(=O)NCc2nccs2)CC1	7	-9	nt
CSc1nnc(CC2CCN(Cc3cccc4c3OCO4)CC2)n1C	-2	3	nt
COCCNC(=O)NC(=O)CN(C)Cc1cc(Br)ccc1F	-1	-7	nt

Reprinted from the part before: 2 compounds; new compounds follow.
SMILES	NPYLR7 ag	hcGAS lum	mcGAS inh
CSc1nnc(CC2CCN(Cc3cccc4c3OCO4)CC2)n1C	-2	3	nt
COCCNC(=O)NC(=O)CN(C)Cc1cc(Br)ccc1F	-1	-7	nt
CCC1(C)NC(=O)N(N=Cc2c(F)c(F)c(F)c(F)c2F)C1=O (stereo not drawn)	9	-3	nt
CCCc1cnc(C)nc1N1CCCC(Cc2ccccc2)(C(=O)O)C1 (stereo not drawn)	4	-4	-12
NC(=O)c1ccc(C2CCCN2Cc2cccn2-c2ccccc2F)s1 (stereo not drawn)	-2	-6	nt
Cc1nn(C)c(C)c1-c1ccnc(NCC2COCCO2)n1 (stereo not drawn)	10	-6	nt
Cc1cc(C)n(CCCNC(=O)Cn2c(-c3ccc(F)cc3)c(C)sc2=O)n1	11	1	nt
Cc1cc(NC(=O)CNCc2ccco2)no1	6	-7	nt
COc1cc(CCC(C)=O)ccc1O	1	-8	-7
O=C(Nc1cccc(-c2ccn[nH]2)c1)C1CCN(Cc2cccc3ccccc23)CC1	18	-1	-7

Entries from the list above that contain a cyano group (4):
SMILES	NPYLR7 ag	hcGAS lum	mcGAS inh
Cc1ccccc1-n1cnnc1SCC(=O)NC1(C#N)CCCCC1	5	1	1
N#Cc1c2n(c(=O)n(Cc3nnc(-c4ccc(Cl)cc4)o3)c1=O)CCCCC2	5	-4	nt
CCOC(=O)N1CCN(c2ccc(/C=C(\C#N)c3nc4ccccc4[nH]3)o2)CC1	102*	-7	nt
N#Cc1cn(-c2ccccc2)nc1-c1ccc(Br)cc1	5	-5	-8
